Rpn11 block = Rpn11 (PSMD14) deubiquitinase inhibitors, primary screen, biochemical, fluorescence polarization, uHTS; 360,000 compounds, 0.59% hits; human 26S proteasome, Ub4-pepOG fluorescence polarization; 20S core pre-blocked with epoxomicin; calls only at 20 µM;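 active = inhibition at 20 µM, scaled to each plate's controls, above about 33%, limit read from the data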
Target sequence (O00487 whole entry, looked up): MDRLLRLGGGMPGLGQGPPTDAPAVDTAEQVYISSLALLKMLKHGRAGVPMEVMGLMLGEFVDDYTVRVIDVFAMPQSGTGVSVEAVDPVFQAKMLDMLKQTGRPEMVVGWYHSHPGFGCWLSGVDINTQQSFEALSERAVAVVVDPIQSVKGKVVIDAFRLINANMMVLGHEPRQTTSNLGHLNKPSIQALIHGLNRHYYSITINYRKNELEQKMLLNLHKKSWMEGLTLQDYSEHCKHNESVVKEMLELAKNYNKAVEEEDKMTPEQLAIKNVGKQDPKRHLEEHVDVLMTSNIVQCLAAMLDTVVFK
Scp1 inh = Scp-1 phosphatase inhibitors, primary screen, biochemical, colorimetric, uHTS | Carboxy-terminal domain RNA polymerase II polypeptide A small phosphatase 1 (Homo … | Recombinant Scp1, phosphopeptide, malachite green phosphate absorbance | inhibition, % at 20 µM | 340,000 compounds, 0.88% hits | AID 493091, 2011;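 active = inhibition above about 50% at 20 µM, limit read from the data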;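 also: plate controls were DMSO wells with enzyme for no effect and wells lacking enzyme for full effect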
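Material: truncated SCP-1 phosphatase (76-261aa) / Buffer or medium: 50 mM Tris acetate pH 5.5, 0.005% Tween-20, 10 mM MgCl2 / Compound dosing: one concentration, 20 µM, with 1.0% DMSO / Incubation: 45 min room-temperature reaction, 5 min colour, 30 min stabiliser / Detection: colorimetric free-phosphate detection, absorbance 630 nm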
STEP inh = STEP phosphatase inhibitors, primary screen, biochemical, fluorescence intensity, uHTS; recombinant STEP, OMFP fluorogenic substrate; AID 588621, 2011; Tyrosine-protein phosphatase non-receptor type 5 (Homo sapiens), P54829; 360,000 compounds, 0.25% hits; inhibition, % at 20 µM;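 active = inhibition at 20 µM, scaled per plate between control wells, above about 37%, limit read from the data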;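 also: 0% = DMSO with enzyme and substrate and 100% = substrate only without enzyme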
Target sequence (P54829 whole entry, looked up): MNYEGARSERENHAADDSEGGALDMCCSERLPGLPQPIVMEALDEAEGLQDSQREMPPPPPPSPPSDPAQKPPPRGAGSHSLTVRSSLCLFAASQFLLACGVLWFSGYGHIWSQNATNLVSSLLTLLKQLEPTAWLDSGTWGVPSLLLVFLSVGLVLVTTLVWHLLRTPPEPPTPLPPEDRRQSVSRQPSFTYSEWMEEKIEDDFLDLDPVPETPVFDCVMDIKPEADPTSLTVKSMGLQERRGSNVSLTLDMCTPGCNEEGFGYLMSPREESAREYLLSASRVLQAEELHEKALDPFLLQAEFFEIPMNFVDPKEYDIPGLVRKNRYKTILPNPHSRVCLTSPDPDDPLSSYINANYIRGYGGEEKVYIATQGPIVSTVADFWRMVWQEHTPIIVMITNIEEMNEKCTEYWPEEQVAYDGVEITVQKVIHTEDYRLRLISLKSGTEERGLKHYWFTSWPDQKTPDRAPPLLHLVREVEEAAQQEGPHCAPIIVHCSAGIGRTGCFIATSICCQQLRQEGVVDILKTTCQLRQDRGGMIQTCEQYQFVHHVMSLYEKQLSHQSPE
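Assay system: isolated STEP enzyme. Buffer or medium: pH 6.0 Bis-Tris with DTT and Tween 20. Also added: fluorogenic phosphatase substrate OMFP at 25 µM final. Dosing: 20 µM, 1% DMSO. Timing: 20 min reaction, room temperature, in the dark. Measured by: fluorescence intensity, excitation 480 nm, emission 540 nm. Evaluation: normalized % inhibition.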
DNMT1 block = human DNMT1 methyltransferase inhibitors, primary screen, biochemical, molecular beacon, fluorescence, HinP1I cleavage, uHTS; DNA (cytosine-5)-methyltransferase 1 (Homo sapiens), P26358; 360,000 compounds, 0.83% hits; inhibition (reported as % activation of signal), % at 10 µM; in the data active = inhibition above about 50%
NadD inh = inhibitors of S. aureus NadD, primary screen, biochemical, colorimetric, uHTS; purified NadD enzyme, colorimetric absorbance read-out; inhibition, % at 20 µM; 360,000 compounds, 0.78% hits; AID 602399, 2012; in the data active = inhibition above about 26%; also: some compounds past the cut are filed as inactive
Rin1 Abl inh = inhibitors of Rin1-Abl protein binding, primary screen, biochemical, TR-FRET | inhibition, % at 7.35 µM | Tyrosine-protein kinase ABL1 (Homo sapiens) + Ras and Rab interactor 1 (Homo sapiens), … | 360,000 compounds, 0.4% hits; in the data active = inhibition above about 5%, passing the limit was not always enough
LMPTP block = LMPTP phosphatase inhibitors, primary screen, biochemical, fluorescence intensity, uHTS; Low molecular weight phosphotyrosine protein phosphatase (Homo sapiens), P24666; recombinant LMPTP-A, OMFP fluorogenic substrate; inhibition, % at 20 µM; 360,000 compounds, 0.22% hits; AID 651560, 2012;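 active = compounds that cut the enzyme signal by at least half of the control window in the single-dose screen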;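 also: plate controls were DMSO wells with enzyme plus substrate for no effect and substrate without enzyme for full effect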
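Assay system: LMPTP-A phosphatase enzyme | Input: 0.625 nM enzyme | Also added: Fluorogenic phosphatase substrate OMFP at 400 µM final | Compound dosing: One test concentration per compound, 20 µM, with 3% DMSO overall | Schedule: 50 min enzyme reaction at room temperature, protected from light | Signal: Fluorescence intensity | Benchmarks: no-enzyme and uninhibited controls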
SUMO1 PPI mod = modulators of SUMO1 protein-protein interactions, primary screen, biochemical, uHTS; SUMO1 binding to a labelled peptide, TR-FRET, 1 h; inhibition, % at 20 µM; 360,000 compounds, 0.33% hits; in the data active = inhibition above about 37%
Target sequence (P63165 whole entry, looked up): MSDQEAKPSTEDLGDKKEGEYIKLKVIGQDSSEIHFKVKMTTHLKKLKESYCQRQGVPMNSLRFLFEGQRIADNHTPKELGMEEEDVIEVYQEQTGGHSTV
Neddyl block = inhibitors of cullin neddylation, primary screen, biochemical, TR-FRET, uHTS, NAE and Ubc12 | calls only at 25 µM | 360,000 compounds, 0.58% hits; in the data active = inhibition above about 36%
CSN inh = inhibitors of CSN-mediated cullin deneddylation, primary screen, biochemical, fluorescence polarization, uHTS. Purified CSN, SCF-Nedd8-OG deneddylation. inhibition, % at 12.5 µM. 360,000 compounds, 0.38% hits;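 active = pattern-corrected inhibition above about 35%, with an unprinted fluorescence ratio check between 0.5 and 1.5, limit read from the data, passing the limit was not always enough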;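 also: 0% = enzyme with substrate and 100% = substrate without enzyme; some results filed as inactive read as strong as hits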
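test system = HEK293T-derived human Csn5 enzyme | amount = 0.24 nM Csn5 enzyme, final concentration | medium = Tris/NaCl/DTT buffer, pH 7.5 | schedule = 90 min reaction at room temperature | signal = FP | evaluation = inhibition of Csn5 cleavage, % | compound dosing = single dose of 12.5 µM compound with 0.25% DMSO | probe or stimulus = 10 nM SCFSkp2-Nedd8OG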
Numbers without * were called inactive; i = inactive; . = no result given.

SMILES	Rpn11 block	Scp1 inh	STEP inh	DNMT1 block	NadD inh	Rin1 Abl inh	LMPTP block	SUMO1 PPI mod	Neddyl block	CSN inh
COc1ccc(S(=O)(=O)N2CCC(C(=O)NCc3ccncc3)CC2)cc1Cl	i	-4	-1	-1	0	2	-0.3	-1	i	1
CCC(Cc1ccccc1)NC(=O)C1=C(C)C(=O)OC12CCC(C)CC2 (centres undefined)	i	-7	1	-1	-3	3	-1.5	5	i	6
CCCc1nc2sc3c(c2c(=O)n1N)CCC3	i	-3	-1	0	6	-2	0.7	3	i	2
CCOc1ccc(OCC(=O)OC(C)C(=O)NC2CCCC2)cc1 (centres undefined)	i	-1	-3	3	-1	1	-0.1	-2	i	1
Cc1ccc(C(=O)Nc2ccc(S(=O)(=O)N3CCN(C)CC3)cc2)o1	i	-5	-2	1	0	-5	-1.2	-1	i	-1
COc1ccc(C2c3ccc4ccccc4c3Oc3ncn(CCN(C)C)c(=N)c32)cc1 (centres undefined)	i	-12	0	-2	-6	-2	-4.7	-48	i	5
CN(C(=O)Nc1cnc2ccccc2c1)c1ccccc1	i	-10	-1	2	-6	-1	-1.5	-2	i	-8
Cc1nc(C(=O)O)cc2c1[nH]c1ccccc12	i	-1	1	2	3	-3	1.1	6	.	4
c1ccc(CCn2nnc3ccccc32)cc1	i	-7	-2	-1	-8	1	-1.0	5	i	3
COc1ccc(NC(=O)CN2CCN(S(=O)(=O)N(C)C)CC2)cc1	i	-1	-1	-1	5	0	-2.3	2	i	1
COC(=O)c1c(C(=O)OC)c(C)n(Cc2cccnc2)c1C	i	-2	-4	1	0	-3	0.1	1	i	-2
COc1ccc(NC(=O)Nc2sc(NS(=O)(=O)c3ccccc3)nc2C)cc1	i	3	0	2	13	-1	0.5	7	i	-7
CN(C)S(=O)(=O)c1ccc(Cl)c(NC(=O)COC(=O)CN2C(=O)NC(C)(C)C2=O)c1	i	-1	2	2	-1	-5	-0.9	-1	i	-5
O=C(Nc1ccccc1)c1cccc(=O)o1	i	-7	-4	-4	-2	-1	0.3	-20	i	5
O=C1CSC(=O)N1CC(O)COc1ccc(Cl)cc1 (centres undefined)	i	3	-7	2	-1	0	-2.3	2	i	-2
Cc1nc(C)c(-c2csc(N)n2)s1	i	-3	1	-1	0	3	0.4	-8	i	-3
CCOC(=O)CN(C(=O)COc1nc(-c2ccccc2)cc(C)c1C#N)c1ccc(C)cc1	i	-27	2	1	-4	1	6.9	4	.	3
c1ccc(CN2CCN(c3nc(-c4ccccc4)nc(-n4ccnc4)n3)CC2)cc1	i	-2	3	-7	6	3	4.5	2	i	5
COc1ccc(NC(=O)C(OC(=O)c2cnc(C)cn2)c2ccccc2)cc1Cl (centres undefined)	i	-8	0	-4	-4	-3	0.4	22	i	-4
Cn1c(Cc2cccs2)nnc1SCc1nc2ccccc2[nH]1	i	12	-3	0	-5	0	-1.9	-3	i	-4
O=c1[nH][nH]c2cc(=O)n(-c3cccc(C(F)(F)F)c3)nc12	i	1	5	0	13	-3	0.2	-3	i	2
Cc1ccc(N(C(=O)c2csnn2)C(C(=O)NC(C)(C)C)c2cccnc2)cc1 (centres undefined)	i	6	-1	2	-5	1	-0.5	-2	i	15
Cc1ccc(F)cc1NC(=O)COC(=O)COc1ccc(C#N)cc1	i	-1	0	4	-3	2	-0.6	-2	i	0
CCOCN(C(=O)Cn1c(COC)nc2ccccc21)c1c(C)cccc1CC	i	-4	-5	-1	-2	-2	-1.3	1	i	2
O=C(NCc1ccco1)c1ccc(N2CCOCC2)c([N+](=O)[O-])c1	i	-3	-3	4	-1	-1	-0.2	-16	i	-1
COc1ccc2c(c1)[C@H]1[C@H](CO2)[C@H](c2ccccc2)[C@]2(C)C(=O)N(CC3CCCO3)CC(=O)N12 (some centres undefined)	i	-3	0	-2	-2	1	0.5	-6	i	0
CC1CCCCN1C(=O)C1CCN(S(=O)(=O)c2ccc(-n3cnnn3)cc2)CC1 (centres undefined)	i	-1	-3	-1	-6	4	-1.4	-1	i	-1
C/C(=N\NC(=O)c1cc(-c2cccnc2)nc2ccccc12)c1ccccc1O	i	-7	1	-28	18	-3	0.9	15	i	6
COc1ccc(CNCc2ccccc2C(F)(F)F)cc1	i	-5	2	3	-6	-2	-2.8	-2	i	-2
O=C(CN(C(=O)c1cc2c(s1)CCC2)C1CCCC1)NCc1cccs1	i	-9	2	-2	-4	-1	-1.4	2	i	-1
C#CCOCCOCCOCCNc1nc(N2CCN(C(=O)[C@H](CCC(=O)O)n3cc(C(N)CO)nn3)CC2)nc(N2CCN(C(=O)[C@H](CCC(=O)O)n3cc(C(N)[C@H](C)CC)nn3)CC2)n1 (some centres undefined)	i	-3	-3	1	5	0	-3.8	2	i	0
Nc1ccc2c(c1)nc(Cc1ccccc1)n2CCO	i	1	3	-6	-1	1	0.4	-2	i	5
CN(c1ccccc1)c1nccc(=O)[nH]1	i	-4	-3	0	-3	-1	-1.4	0	i	4
Cc1ccc(NC(=O)CCC(=O)NNS(=O)(=O)c2ccccc2)c(C)c1	i	-4	-3	6	-3	-2	-1.0	1	i	-5
CC(C)(C)OC(=O)N1CCC(Cc2cc(-c3ccc(Cl)cc3)no2)(C(=O)O)CC1	i	-8	-2	2	-1	-1	-1.1	5	i	-1
CC1=NN(C(=O)c2ccccc2-n2cccc2)C(O)(C(F)(F)F)C1 (centres undefined)	i	-5	0	8	1	-2	0.7	-1	i	0
COc1ccc(C2c3c4c(n(C)c3CCN2C)CCN(C)C4c2ccc(OC)cc2)cc1 (centres undefined)	i	6	-3	5	-1	6.5*	1.4	-1	i	4
CCOC(=O)N1CCC(NC(=O)C2CCCN(S(=O)(=O)c3ccc4c(c3)oc(=O)n4C)C2)CC1 (centres undefined)	i	-7	1	12	-1	6	-0.5	3	i	0
CC(C)Oc1ccc(S(=O)(=O)N2CCOCC2)cc1NC(=O)CCCSc1ccccc1	i	-11	2	-3	-6	-1	2.2	6	i	1
CCCC(=O)NCCc1ccc(S(N)(=O)=O)cc1	i	-7	-1	0	3	2	-0.8	3	i	2
CN(C)N=Nc1ccc2nc[nH]c2c1	i	-11	0	1	2	-3	-0.3	-3	i	-1
CC1=C(C(=O)N2CCCC(N3CCN(c4cccc(C(F)(F)F)c4)CC3)C2)OCCO1 (centres undefined)	i	-9	-2	0	-5	-2	-2.2	-1	i	-3
CC(=O)Nc1cccc(Oc2ccc3c(c2)C(=O)NC3=O)c1	i	3	2	2	-5	-1	-9.1	-15	i	0
O=C(COC(=O)c1cc(S(=O)(=O)N2CCOCC2)ccc1Cl)Nc1ccccc1Cl	i	-12	0	1	-2	3	-0.2	1	i	4
N#CC1(C#N)C(c2ccccc2)OC23CCCCCC2C1(C#N)C(=N)O3 (centres undefined)	i	0	-2	-2	-1	-2	1.1	-5	.	-4
CCCN(CC(=O)Nc1ccccc1OC)C(=O)c1cccc(S(=O)(=O)NCc2ccccc2)c1	i	-11	-1	-1	-1	2	-9.1	-34	i	-11
O=C(CN(c1ccc(F)cc1)S(=O)(=O)c1ccccc1)NCCSC1CCCCC1	i	-13	-1	-6	-9	-1	2.9	8	i	-1
O=C(NC1CCCCCC1)c1cc(S(=O)(=O)N2CCOCC2)ccc1N1CCCCC1	i	5	1	-2	10	-3	-0.7	-4	i	3
Cc1nn(CCOc2ccccc2)c(=O)n1-c1ccccc1	i	-12	0	1	9	-1	-2.4	2	i	-3
CC(=O)N1CCN(C(=S)Nc2ccc(Oc3ccccc3)cc2)CC1	i	3	8	-1	2	2	0.1	1	i	5

2 entries drawn at random from the list so far:
SMILES	Rpn11 block	Scp1 inh	STEP inh	DNMT1 block	NadD inh	Rin1 Abl inh	LMPTP block	SUMO1 PPI mod	Neddyl block	CSN inh
CC(=O)Nc1cccc(Oc2ccc3c(c2)C(=O)NC3=O)c1	i	3	2	2	-5	-1	-9.1	-15	i	0
Cc1nn(CCOc2ccccc2)c(=O)n1-c1ccccc1	i	-12	0	1	9	-1	-2.4	2	i	-3

(continued)
SMILES	Rpn11 block	Scp1 inh	STEP inh	DNMT1 block	NadD inh	Rin1 Abl inh	LMPTP block	SUMO1 PPI mod	Neddyl block	CSN inh
CC(C)(C)c1cc(NC(=O)COC(=O)c2ccc3c(=O)n4c(nc3c2)CCC4)n(-c2ccccc2)n1	i	-2	2	-2	-1	2	0.2	3	i	2
COC(=O)c1ccc(COc2cccc3c2CCN(Cc2ccccc2)C3=O)o1	i	-5	-1	-3	-5	-1	2.5	1	i	-1
CC(C)Cn1c(N)c(C(=O)NCc2cccs2)c2nc3ccccc3nc21	i	-4	-3	-42	3	5	5.4	40	.	36*
CCOC(=O)N1CCN(Cc2cn[nH]c2-c2cccc3ccccc23)CC1	i	3	2	1	-9	-6	-3.0	-1	i	-1
Cc1cc(NS(=O)(=O)c2ccc(OCCNS(C)(=O)=O)cc2)no1	i	2	2	1	-3	-2	-0.7	-1	i	1
CC1=C/C(=N\OC(=O)/C=C/c2ccccc2)C(C)=CC1=O	i	-1	-1	11	2	-3	0.3	-17	i	2
O=C(NNC(=O)C1CC1)c1cc(=O)[nH]c2ccccc12	i	2	-4	1	0	1	-0.8	-4	i	-4
COc1ccccc1CNC(=O)CS(=O)(=O)Cc1ccccc1	i	-5	0	2	-5	2	-1.6	1	i	0
O=C(Nc1ccccc1-c1nnn(CC(=O)N2CCOCC2)n1)c1ccccc1F	i	-7	-3	-3	-6	-3	-0.2	0	i	3
COc1ccc(S(=O)(=O)N(CCc2ccccc2)CC(=O)O)cc1C	i	0	0	1	13	-3	-0.4	7	i	-1

Quoted from the listing:
For LMPTP block, `CCCc1nc2sc3c(c2c(=O)n1N)CCC3` has 0.7
For CSN inh, `O=c1[nH][nH]c2cc(=O)n(-c3cccc(C(F)(F)F)c3)nc12` has 2

Bioassay records (PubChem BioAssay)
